EWS-Fli inh – blocks EWS/Fli oncoprotein-driven transcription; A673 NR0B1-luciferase reporter, viability-normalised; inhibition, % at 12.6 µM; 350,000 compounds, 0.67% hits; AID 651661;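 active = mean inhibition of at least 50% after viability correction, with every replicate also passing that limit; inconclusive = mean reaches 50% but only one of two replicates passes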;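 note: firefly luciferase signal divided by Alamar Blue viability fluorescence both relative to DMSO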
PglD DTNB – blocks C. jejuni PglD acetyltransferase activity; purified PglD enzyme, DTNB colorimetric CoA detection; inhibition, % at 12.5 µM; 360,000 compounds, 0.098% hits; in the data active = inhibition above about 16%, passing the limit was not always enough; inconclusive = no clear call, values can overlap the other calls; note: strong numbers were not always called active
FN deposition inh – fibronectin deposition inhibition; AH1F fibroblasts, Alexa488-fibronectin deposition fluorescence, overnight; inhibition, % at 12.6 µM; 350,000 compounds, 0.086% hits; AID 743247;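 active = mean inhibition across replicates of 30% or more, regardless of how many single replicates reach that level; inconclusive = mean under 30% yet at least half of replicates reach 30%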;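 note: positive control wells lacked labelled fibronectin entirely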
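Material: AH1F fibroblasts assembling fluorescent fibronectin matrix; amount: 10000 AH1F cells/well; medium: DMEM, 2% serum; reagent: Alexa488-fibronectin, 24 nM final in well; dosing: single compound dose, delivered by pin transfer; incubation: 1 h adhesion, overnight exposure; detection: fluorescence after three HBSS washes, excitation 485 nm, emission 525 nm; measure: fibronectin deposition inhibition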
PGC1a acetyl inh – lowers PGC1a acetylation signal in U2OS cells; AlphaScreen anti-acetyl-lysine; with virally co-expressed GCN5 acetyltransferase; inhibition, % at 15.6 µM; 350,000 compounds, 0.17% hits;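 active = every replicate shows inhibition of at least 40%; inconclusive = mean inhibition at least 40% but some replicate below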;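 note: 0% = neutral control wells and 100% = positive control wells; some results beyond the cut were filed as inactive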
S100A4 MyoIIA – blocks human S100A4 binding to myosin IIA peptide; AID 652163; inhibition, % at 10.7 µM; 360,000 compounds, 0.14% hits; S100A4/TAMRA-MyoIIA peptide fluorescence polarization;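 active = mean inhibition of at least 70% across replicates, with every replicate also reaching that level; inconclusive = mean inhibition reaches 70% but some replicates fall short; inactive = mean inhibition below 70%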
Target sequence (P26447 whole entry, looked up): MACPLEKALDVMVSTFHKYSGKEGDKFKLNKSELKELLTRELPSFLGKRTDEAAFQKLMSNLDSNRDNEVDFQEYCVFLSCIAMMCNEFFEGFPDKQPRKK
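Test system – S100A4 monomer (human) · Compound – single-point compound testing · Schedule – 5 min incubation before reading · Probe or stimulus – TAMRA-labelled myosin IIA heavy-chain peptide probe, 5 nM · Benchmarks – neutral control DMSO, positive control TFP · Medium – Calcium-containing HEPES buffer, pH 7.2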
PAX8 inh HTS – PAX8 transcriptional activity inhibition | RMG-I TPO-luciferase reporter, SteadyGlo, 24 h | 360,000 compounds, 1.2% hits | AID 652154 | inhibition, % at 12.6 µM;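 active = mean replicate inhibition at least 60% with every replicate also reaching 60%; inconclusive = only one of the two criteria is met; inactive = mean below 60% and not all replicates reaching 60%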;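 note: luciferase light reporting Pax8 driven TPO promoter activity; plate controls were median of neutral control wells for no effect and mitoxantrone controls for full effect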
ERAP1 inh – blocks human ERAP1 aminopeptidase activity | inhibition, % at 10.7 µM | recombinant ERAP1, Leu-AMC fluorescence, 60 min | 340,000 compounds, 0.15% hits | AID 652197;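 active = mean replicate inhibition of at least 30%, or all replicates individually reaching that 30% level; inactive = mean below 30% and not every replicate reaching it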;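 note: 0% = neutral control wells and 100% = L-leucinethiol positive control wells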
Target sequence (Q9NZ08 whole entry, looked up): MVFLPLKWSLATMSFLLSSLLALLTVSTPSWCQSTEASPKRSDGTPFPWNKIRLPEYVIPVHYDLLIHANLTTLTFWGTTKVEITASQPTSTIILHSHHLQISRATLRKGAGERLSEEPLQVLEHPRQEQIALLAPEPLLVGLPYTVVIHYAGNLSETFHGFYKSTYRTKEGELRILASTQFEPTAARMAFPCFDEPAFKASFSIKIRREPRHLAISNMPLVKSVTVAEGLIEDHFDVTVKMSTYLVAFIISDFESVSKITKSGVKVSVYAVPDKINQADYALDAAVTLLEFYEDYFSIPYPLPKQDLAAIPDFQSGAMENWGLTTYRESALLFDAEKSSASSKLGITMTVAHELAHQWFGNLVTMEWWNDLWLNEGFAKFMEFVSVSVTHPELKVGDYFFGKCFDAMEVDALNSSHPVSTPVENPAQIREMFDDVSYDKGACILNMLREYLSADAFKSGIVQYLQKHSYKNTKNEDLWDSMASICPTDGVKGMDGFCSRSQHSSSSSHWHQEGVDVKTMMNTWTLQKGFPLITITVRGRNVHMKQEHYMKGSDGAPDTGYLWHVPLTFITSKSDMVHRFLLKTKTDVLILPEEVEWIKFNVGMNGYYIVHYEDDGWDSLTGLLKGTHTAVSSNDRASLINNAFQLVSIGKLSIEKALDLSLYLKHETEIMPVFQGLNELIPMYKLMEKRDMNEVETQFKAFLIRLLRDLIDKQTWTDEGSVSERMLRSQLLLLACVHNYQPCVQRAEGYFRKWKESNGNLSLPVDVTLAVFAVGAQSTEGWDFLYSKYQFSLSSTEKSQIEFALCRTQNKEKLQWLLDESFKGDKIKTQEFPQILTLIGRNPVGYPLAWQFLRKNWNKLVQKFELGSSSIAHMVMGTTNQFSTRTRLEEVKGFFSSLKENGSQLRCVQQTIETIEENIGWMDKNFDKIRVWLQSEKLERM
LGR2 antag – inhibitors of bursicon-induced Drosophila LGR2 receptor cAMP signaling; HEK293 LGR2, CRE-luciferase, bursicon-stimulated, 4 h; inhibition, % at 9.99 µM; 380,000 compounds, 0.35% hits;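 active = drop in luminescence signal, shown as inhibition above about 50% in the replicate tests, limit read from the data, passing the limit was not always enough; inconclusive = probably only some replicates passing the limit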;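 note: agonist challenge used bursicon conditioned medium at about half maximal strength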
Numbers without * were called inactive; ? = inconclusive; / = no result given. Hits appear at their usual frequency. Share with any hit: about 2.1%.

smiles	EWS-Fli inh	PglD DTNB	FN deposition inh	PGC1a acetyl inh	S100A4 MyoIIA	PAX8 inh HTS	ERAP1 inh	LGR2 antag
CCC(C)(C(=O)NC1CCCC1)N(C(=O)c1ccccn1)c1ccc(C)cc1 (stereo unspecified)	/	0	0	-7	/	25	/	/
CCNC(=O)Nc1ccc2c(c1)C(=O)N(C)[C@H]1CC[C@H](CC(=O)NCC3CC3)O[C@H]1CO2	3	-3	-1	2	/	-15	/	6
C=CC[C@@H](Cc1ccc(F)cc1)C(=O)OC[C@H]1CCCN1C(=O)[C@@H](CC=C)CC(=O)N[C@H](CO)Cc1ccccc1	-8	1	9	4	4	1	-9	?
CCOC(=O)c1ccccc1-c1csc(N)n1	2	/	5	-3	2	10	-3	-18
COCCNc1nc2nonc2nc1N1CCC(N(C)C)C1 (stereo unspecified)	6	2	-9	/	-7	4	-4	2
O=S1(=O)CC(N2CCC(Cc3ccccc3)CC2)CN1Cc1ccc(F)cc1 (stereo unspecified)	3	-2	4	0	-4	11	-1	1
C[C@@H]1CN([C@H](C)CO)C(=O)c2cccc(NC(=O)c3nc4ccccc4s3)c2O[C@@H]1CN(C)Cc1ccc(C(=O)O)cc1	-19	-1	-13	6	3	/	3	1
Cc1cc2ccccc2c(=O)n1CC(=O)NCC(=O)N1CCN(c2ccccc2)CC1	/	9	3	5	/	13	/	/
Cc1ccc(CN(C)C(=O)C2CCC(=O)N(CCc3ccccc3)C2)o1 (stereo unspecified)	-30	-5	1	/	-9	-57	3	-12
COc1cccc(C(=O)NNC(=O)Cc2cccs2)c1	3	/	/	/	3	-15	2	-4
OC[C@@H]1[C@@H](c2ccc(-c3ccc(F)cc3)cc2)[C@@H]2CN(Cc3ccccn3)CCCCN12	14	0	/	-1	-13	12	-1	19
Cc1cc(-c2nnc(SCC(=O)Nc3ccc(F)cc3F)n2N)n[nH]1	/	1	-4	1	-4	-24	2	0
Nc1nc(-c2ccccn2)nc(N)c1Cc1ccc(Cl)cc1Cl	41	/	-4	25	-5	7	9	0
O=C(C[C@H]1CC[C@@H]2[C@H](COC[C@H](O)CN2C(=O)c2ccc3c(c2)OCO3)O1)NCCN1CCCC1	/	/	18	2	-9	-5	-1	-16
O=C(NCc1ccccc1)c1ccccc1Br	7	5	-2	-2	2	12	-1	18
Cc1c(NC(=S)NC(=O)c2ccccc2Br)c(=O)n(-c2ccccc2)n1C	-6	-1	-1	7	-9	14	-3	6
c1ccc(-c2cc3c(N4CCCC4)ncnc3s2)cc1	2	/	/	/	-4	-25	5	-11
CCOC(=O)Cc1csc(NC(=O)c2cc(=O)c3ccccc3o2)n1	-23	/	4	/	-4	-44	-1	-12
COc1ccc(NC(=O)c2cccc(S(=O)(=O)Nc3ccc(Br)cc3)c2)cn1	15	/	-5	-1	-1	24	0	25
COc1ccc(S(=O)(=O)N2CCN(C(=O)C3CCCO3)CC2)cc1 (stereo unspecified)	/	0	6	/	-9	-9	0	1
CC(C)NCC(O)COC1CCC(C(C)(C)C)CC1 (stereo unspecified)	12	4	0	-14	3	2	7	-2
CCCOc1cccc(-c2cc(-c3n[nH]c(=S)n3CC)c3ccccc3n2)c1	-3	5	/	-13	-2	/	0	0
CCN(CC(=O)Nc1ccc(C(=O)Nc2ccc(OC)cc2)cc1)Cc1nc2ccccc2c(=O)[nH]1	-2	/	-3	-3	-2	30	/	-5
Cc1occc1-c1nnc(SCC(=O)N2CCc3ccccc32)o1	/	3	-6	12	/	7	/	/
O=C(NCc1cccnc1)C1CC(=O)N(C2CCCCC2)C1 (stereo unspecified)	/	4	2	?	-1	/	1	20
CO[C@H](CN(C)Cc1cc(F)ccc1F)[C@@H](C)CN(C(=O)Nc1ccc(F)cc1)[C@@H](C)CO	3	-3	-8	2	-52	/	0	-8
CCNC(=O)C[C@H]1CC[C@@H]2[C@H](COC[C@H](O)CN2S(=O)(=O)c2ccccc2F)O1	-4	5	6	0	-1	13	-1	-15
C=CCn1c(C)cc(-c2csc(NC(=O)CCc3nc4ccccc4c(=O)[nH]3)n2)c1C	1	-2	-4	/	-2	-5	3	-8
C[C@H](NC(=O)[C@H]1N2C(=O)c3ccccc3C2SC1(C)C)C(=O)N1CCC[C@H]1C(=O)O (stereo partly specified)	-5	-2	/	0	-1	/	-4	-1
OCc1ccccc1Cn1ccnc1	5	11	12	3	-3	-13	4	-6
COC1=C/C(=C/c2c(N)n3nc(CC(=O)N4CCCC4)sc3nc2=O)C=CC1=O	/	-3	7	10	0	4	2	13
CCCCN(CC)C(=O)C1CCC(CNS(=O)(=O)c2cccc3nsnc23)CC1 (stereo unspecified)	/	0	-10	-6	-15	15	-4	-1
CN1CCN(c2cc(=O)n(Cc3ccc(F)cc3)c(=O)[nH]2)CC1	-2	-1	2	-7	1	-28	-2	14
O=C(c1ccc2ccccc2n1)N1CCN(Cc2c(F)cccc2Cl)CC1	/	-3	0	/	2	5	-1	5
Cc1cc(/C=C2\SC(=S)N(C)C2=O)c(C)n1-c1cccc(O)c1	37	/	-1	4	24	-134	2	-63
COc1ccc(CC(=O)Nc2c3c(nn2C(C)(C)C)CS(=O)C3)cc1 (stereo unspecified)	-1	0	-9	4	7	6	10	-9
COc1ccc(NC(=O)NN2CCN(C)CC2)cc1	-7	5	-2	/	-13	-11	-4	9
Cn1cc(C(=O)Nc2ccc(Cl)c(Cl)c2)cn1	-50	/	0	/	-3	-70	-1	-42
O=C(NCCC(F)(F)F)c1cccc2c(-c3ccc(F)c(F)c3)coc12	-59	-3	12	-3	-4	-20	3	-16
Cc1ccc(S(=O)(=O)N2CCOCC2)cc1NC(=O)COC(=O)Cc1cccs1	1	/	/	-1	2	-1	2	-7
Cc1ccc(NC(=O)CSc2nc3ccccc3nc2N2CCOCC2)c(C)c1	-19	3	-6	17	3	1	0	/
COc1ccc(NC(=O)c2cc(-c3ccc(C)o3)nc3ccccc23)c(OC)c1	-49	6	-4	3	-1	-33	-2	/
O=C(Nc1nnc(-c2ccc(Cl)cc2)o1)C1CCCCC1	-8	0	-2	1	-5	7	5	-6
C[C@@H]1CN([C@H](C)CO)S(=O)(=O)c2ccc(C#Cc3ccncc3)cc2O[C@@H]1CN(C)C(=O)C1CCOCC1	4	-1	/	9	6	17	3	-2
COc1ccc(OCC(O)CN2CCCCCC2)cc1 (stereo unspecified)	/	-2	14	6	/	/	/	-11
Cc1ccc(C)c(Cn2nc(-c3ccccc3)ccc2=O)c1	25	2	5	/	-16	16	1	-6
COc1ccc2c3c(n(C)c2c1)[C@H](CO)N(C(=O)NC(C)C)CC31CN(C(C)=O)C1	0	/	/	7	/	-22	/	-5
Cc1noc(C)c1S(=O)(=O)N(C)C[C@H]1Oc2ccc(N(C)C)cc2CC(=O)N([C@H](C)CO)C[C@@H]1C	-2	-1	1	7	3	-9	0	-6
O=C(C[C@@H]1C=C[C@H](NS(=O)(=O)c2ccc(F)cc2)[C@@H](CO)O1)NCCc1ccncc1	10	-1	/	2	-18	-16	3	-10
CCOC(=O)[C@]12CCC=C1N(CCC1=CCCCC1)C(=O)[C@H](CC(=O)N1CCSCC1)C2	0	/	/	/	-1	5	/	4
Cc1ccc(CNC(=O)c2cc3ccccc3oc2=O)cc1	-4	/	10	-6	-8	4	/	-36
COC(=O)C1C(c2ccc(N(C)C)cc2)C(C(=O)OC)S(=O)(=O)CS1(=O)=O (stereo unspecified)	-3	/	1	/	4	3	-5	8
COc1ccc(/C=N/N=C2/C(=O)Nc3ccccc32)cc1O	12	/	4	4	-9	29	6	-30
C=CCN(C#N)c1nc(OC)nc(N2CCCC2)n1	/	-7	-3	-10	/	2	/	/
COc1ccccc1C(=O)NNC(=O)c1ccccc1F	-23	/	-11	3	-12	-92	4	/
COc1ccc(S(=O)(=O)N2CCCC2CNC(=O)C(=O)NCc2cccs2)cc1 (stereo unspecified)	0	-4	-7	-13	-22	15	-3	-9
C[C@@H]1CCCCO[C@@H](CN(C)C(=O)Nc2ccc3c(c2)OCO3)[C@@H](C)CN([C@H](C)CO)C(=O)c2cc(NC(=O)Nc3ccccc3)ccc2O1	-39	0	2	11	38	-18	1	2
Cc1nn(CC(=O)Nc2ccc(Cl)cc2)c(=O)c2cc(-c3ccccc3)nn12	/	0	12	-25	-1	-12	-4	-11
COc1ccc(NC(=O)N(C)C[C@H]2Oc3ccc(NS(=O)(=O)c4ccc(OC)cc4)cc3C(=O)N([C@H](C)CO)C[C@H]2C)cc1	4	0	/	4	0	0	0	13
CCOC(=O)N1CCC(NC(=O)CSCc2nc(-c3ccc(OC)cc3)oc2C)CC1	/	/	6	/	-3	4	-3	9

Going on with the list:
smiles	EWS-Fli inh	PglD DTNB	FN deposition inh	PGC1a acetyl inh	S100A4 MyoIIA	PAX8 inh HTS	ERAP1 inh	LGR2 antag
CC(=O)Nc1cccc(/C(C)=N/NC(=O)c2ccc(CN3CCOCC3)cc2)c1	-3	/	1	9	4	-1	0	37
Cc1sc2ncnc(OCC(=O)c3ccc(S(=O)(=O)N4CCCC4)cc3)c2c1C	/	-4	-10	0	/	23	/	/
COc1ccc(NC(=O)N(C)C[C@@H]2Oc3c(NC(=O)c4nc5ccccc5s4)cccc3C(=O)N([C@@H](C)CO)C[C@@H]2C)cc1	-8	1	-25	-6	10	/	1	15
COc1ccc(Nc2nc(Cl)nc(N3CCN(c4ccc(OC)cc4)CC3)n2)cc1	11	/	13	/	0	5	-3	36
Cn1cncc1C(=O)c1ccccc1	11	-1	4	19	-2	6	2	27
COc1ccccc1CN(C)C[C@@H]1OCc2cn(nn2)CCCC(=O)N([C@@H](C)CO)C[C@@H]1C	3	2	0	-6	3	/	2	6
CCNC(=O)c1cc2c(c(-c3cccc(-c4cc5ccccc5o4)c3)n1)[C@@H](CCO)N(C(=O)NC(C)C)C2	-3	/	11	18	-4	-2	-1	8
Nc1nc2ccccc2cc1S(=O)(=O)c1ccccc1	-2	0	/	-3	6	-70	-35	/
C[C@H](CO)N1C[C@H](C)[C@H](CN(C)CC2CCOCC2)Oc2ncc(C#Cc3cccc(F)c3)cc2C1=O	-3	0	/	-12	0	-5	-1	6
COc1ccc(N2CCN(S(=O)(=O)CCNC(=O)c3ccc(Br)o3)CC2)cc1	4	-1	-1	-1	3	26	4	4
CCCN(CCC)C(=O)CCSCCC(=O)N(CCC)CCC	0	-3	-4	11	-9	-14	0	/
COc1ccc(C(=S)N2CCOCC2)cc1OC(=O)c1cccc([N+](=O)[O-])c1	4	/	6	/	0	5	-3	-7
COc1ccc(C2C(C(C)=O)=C(O)C(=O)N2c2ccccn2)cc1 (stereo unspecified)	-8	2	10	-5	-2	-24	1	-9

From PubChem BioAssay
